# Screens (PubChem BioAssay)
# BAZ2B block: blocks human BAZ2B. Q9UIF8. AlphaScreen BAZ2B-H3K14Ac peptide displacement. Potency, µM (highest dose often 114 µM), inactives show top-dose activity change, negative = inhibition, actives largely listed as inhibitors. hit rate 4.4% among 360,000. AID 504333; also: potency is read from the fitted curve at half-maximal effect; % is scaled to controls: 0 for no effect and ±100 for the full control effect; nearly all actives have a fitted effect of over 60% in size
# Target sequence (Q9UIF8 whole entry, looked up): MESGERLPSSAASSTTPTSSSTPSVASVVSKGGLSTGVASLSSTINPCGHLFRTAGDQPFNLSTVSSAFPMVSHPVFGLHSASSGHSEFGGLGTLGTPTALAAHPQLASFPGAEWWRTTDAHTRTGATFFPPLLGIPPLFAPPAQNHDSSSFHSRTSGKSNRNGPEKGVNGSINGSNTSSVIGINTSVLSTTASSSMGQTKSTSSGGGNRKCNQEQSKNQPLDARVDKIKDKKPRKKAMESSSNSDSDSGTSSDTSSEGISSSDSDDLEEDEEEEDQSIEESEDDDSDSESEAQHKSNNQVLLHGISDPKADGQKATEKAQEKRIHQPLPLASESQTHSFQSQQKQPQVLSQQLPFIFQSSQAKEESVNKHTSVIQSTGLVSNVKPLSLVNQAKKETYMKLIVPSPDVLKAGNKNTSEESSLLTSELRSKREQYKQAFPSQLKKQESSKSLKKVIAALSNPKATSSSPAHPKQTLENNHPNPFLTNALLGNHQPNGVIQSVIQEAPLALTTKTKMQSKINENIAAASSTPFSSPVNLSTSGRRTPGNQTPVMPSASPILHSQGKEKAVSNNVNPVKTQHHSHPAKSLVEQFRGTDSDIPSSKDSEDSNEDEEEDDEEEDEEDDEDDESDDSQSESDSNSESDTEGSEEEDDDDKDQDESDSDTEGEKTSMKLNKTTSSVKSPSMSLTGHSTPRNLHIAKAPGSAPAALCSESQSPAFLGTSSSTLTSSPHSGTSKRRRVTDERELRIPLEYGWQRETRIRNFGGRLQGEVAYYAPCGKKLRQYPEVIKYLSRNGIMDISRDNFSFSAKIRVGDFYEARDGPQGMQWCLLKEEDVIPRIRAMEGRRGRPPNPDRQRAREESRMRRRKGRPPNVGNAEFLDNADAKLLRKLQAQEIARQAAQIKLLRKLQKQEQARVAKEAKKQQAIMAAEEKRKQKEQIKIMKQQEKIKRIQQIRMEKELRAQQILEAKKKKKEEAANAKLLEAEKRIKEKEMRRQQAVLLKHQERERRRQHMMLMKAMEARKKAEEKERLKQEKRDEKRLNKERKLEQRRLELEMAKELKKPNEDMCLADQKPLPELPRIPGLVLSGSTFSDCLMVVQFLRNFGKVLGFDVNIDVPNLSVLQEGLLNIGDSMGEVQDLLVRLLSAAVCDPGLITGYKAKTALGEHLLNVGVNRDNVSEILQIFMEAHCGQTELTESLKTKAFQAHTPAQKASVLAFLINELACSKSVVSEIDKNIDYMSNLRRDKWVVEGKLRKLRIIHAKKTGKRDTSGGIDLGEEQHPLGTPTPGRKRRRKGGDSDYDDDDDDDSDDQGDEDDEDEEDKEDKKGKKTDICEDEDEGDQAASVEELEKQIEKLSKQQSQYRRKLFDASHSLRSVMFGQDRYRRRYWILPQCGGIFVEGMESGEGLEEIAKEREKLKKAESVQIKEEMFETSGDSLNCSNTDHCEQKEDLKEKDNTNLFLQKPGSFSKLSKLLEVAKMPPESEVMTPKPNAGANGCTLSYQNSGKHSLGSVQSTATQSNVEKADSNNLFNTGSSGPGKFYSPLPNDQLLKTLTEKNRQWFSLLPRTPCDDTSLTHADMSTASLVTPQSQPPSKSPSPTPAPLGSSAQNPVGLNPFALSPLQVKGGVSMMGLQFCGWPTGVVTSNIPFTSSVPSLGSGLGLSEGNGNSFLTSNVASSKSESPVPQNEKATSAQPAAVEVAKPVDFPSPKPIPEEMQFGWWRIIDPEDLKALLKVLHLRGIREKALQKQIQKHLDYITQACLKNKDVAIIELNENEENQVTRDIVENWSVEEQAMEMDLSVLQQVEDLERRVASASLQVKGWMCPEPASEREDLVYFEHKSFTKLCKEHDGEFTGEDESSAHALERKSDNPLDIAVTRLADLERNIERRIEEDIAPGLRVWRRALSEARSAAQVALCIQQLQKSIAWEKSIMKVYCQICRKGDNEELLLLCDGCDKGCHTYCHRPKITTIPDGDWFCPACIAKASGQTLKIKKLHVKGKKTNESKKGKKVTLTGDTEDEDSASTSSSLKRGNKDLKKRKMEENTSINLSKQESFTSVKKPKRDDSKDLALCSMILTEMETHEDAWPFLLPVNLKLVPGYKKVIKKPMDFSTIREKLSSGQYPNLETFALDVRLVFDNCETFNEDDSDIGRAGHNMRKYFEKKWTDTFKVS
#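 AlphaScreen luminescence quantifies BAZ2B engagement of H3K14Ac peptide; the protein and biotinylated peptide are both at 50 nM final, buffer PBS pH 7.4 with 0.01% Tween-20, all steps at room temperature.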
# PI4K2A inh: PI4K2A (human) kinase inhibition; AID 1346378; hit rate 0.13% among 420,000; activity change, negative = inhibition, % at 76.9 µM; purified PI4K2A, ADP-Glo luminescence, 1 h; hits give low values; Q9BTU6; in the data active = activity change below about -50%; inconclusive = mostly about -30% to -49%;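 also: -100% = wells without enzyme as full effect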
#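 In this quantitative HTS, ADP production by PI4K2A was quantified luminescently after 1 h at ambient temperature; 100 microM adenosine served as plate-quality control.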
# Tb PGK inh: inhibitors of T. brucei phosphoglycerate kinase; AID 602233; Potency, µM (titrated, usually from 57.5 µM), for inactives: at the top dose activity change, negative = inhibition, actives largely listed as inhibitors; hit rate 0.043% among 380,000; P07378; PGK/GAPDH coupled, Kinase-Glo luminescence, 60 min; also: potency is read from the fitted curve at half-maximal effect; % is scaled to controls: 0 for no effect and ±100 for the full control effect; nearly all actives have a fitted effect of over 60% in size
#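 Luminescent ATP detection (Kinase-Glo Plus) follows a 60-minute room-temperature incubation, with wells lacking PGK as controls. Buffer: 100 mM TEA (pH 7.6), 5 mM MgCl2, 0.01% Tween-20. Coupling enzyme GAPDH (100 nM final) supplies unstable 1,3-BPG in-well.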
# ERG Ets-DNA blk: ERG Ets/DNA interaction inhibition; Potency, µM (titrated, usually from 76.9 µM), for inactives: at the top dose FP activity, negative = inhibition, usual class: inhibitors; hit rate 0.028% among 370,000; AID 624246; fluorescence polarization, His-ERG Ets domain / labelled DNA; P11308; active = well fitted inhibition curve with a large enough effect in the polarisation, with a control signal flat; inconclusive = small, poorly fitted or top-dose-only effect, or effect the other way, or a change in a side signal; inactive = no such curve, though single readings can be large or run the other way; the % refers to the polarisation;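 also: polarization taken with two DNA probes labelled with fluorescein and Texas red; potency is read from the fitted curve at half-maximal effect; % of control where 0% means no effect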
#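 His-tagged ERG Ets domain (1 uM in the protein solution; 300mM KCl, 50mM Tris-HCl, 1mM EDTA, 1mM DTT, pH 7.5) received compound, then a probe mix of 5 nM fluorescein-DNA and 100nM Texas-615-DNA. Fluorescence polarization was read for both dyes.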
# G9a inh: inhibitors of human histone lysine methyltransferase G9a | G9a H3K9 monomethylation, AlphaScreen, 2 h | Potency, µM (titrated, usually from 102 µM), for the others: at the highest dose activity, negative = inhibition, hits mostly inhibitors | Q96KQ7 | AID 504332 | hit rate 8.8% among 350,000; also: potency is read from the fitted curve at half-maximal effect; % is scaled to controls: 0 for no effect and ±100 for the full control effect; nearly all actives have a fitted effect of over 75% in size
#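 Enzyme 20 nM + cpd, 15 min RT; add b-H3K9 pep 500 nM / SAM 20 uM; 2 h RT; anti-H3K9me1 Ab 0.5 ug/mL + SA donor / anti-rabbit acceptor beads 20 ug/mL each, 10 min; AlphaScreen read.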
# Pin1 inh: blocks the human prolyl isomerase Pin1; Pin1 FP peptide displacement, HiFluor488, 10 min; Potency, µM (titrated, usually from 115 µM), for the others: at the highest dose activity, negative = inhibition, actives largely listed as inhibitors; hit rate 0.009% among 390,000; AID 504891; active = well fitted inhibition curve with a large enough effect in the polarisation, with a control signal flat, not every such curve was filed as active; inconclusive = small, poorly fitted or top-dose-only effect, or effect the other way, or a change in a side signal; inactive = no such curve, though single readings can be large or run the other way; the % refers to the polarisation; also: potency is read from the fitted curve at half-maximal effect; % is scaled to controls: 0 for no effect and ±100 for the full control effect
# HP1b binding inh: blocks HP1-beta chromodomain binding to methylated histone tails | P83916 | AlphaScreen HP1-beta / biotin-H3K9me3 peptide binding | Potency, µM (titrated, usually from 114 µM), for the others: top-dose activity change, negative = inhibition, most hits filed as inhibitors | hit rate 0.56% among 390,000 | AID 540317; also: potency is read from the fitted curve at half-maximal effect; nearly all actives have a fitted effect of over 70% in size; inactives centre near 23
#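 HP1-beta protein (50 nM final) preincubated 30 min at room temperature with biotinylated H3(1-18)K9me3 peptide (50 nM) in PBS pH 7.4, 0.01% Tween-20, then compound added for 30 min. AlphaScreen streptavidin donor/nickel chelate acceptor beads (10 ug/mL final), 30 min dark, luminescence read.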
# GLS inh: blocks human kidney-isoform glutaminase activity. AID 624170. Potency, µM (titrated, usually from 45.5 µM), for the others: at the top dose activity change, negative = inhibition, usual class: inhibitors. GLS enzymatic activity, qHTS titration. hit rate 0.21% among 410,000; also: potency is read from the fitted curve at half-maximal effect; % is scaled to controls: 0 for no effect and ±100 for the full control effect
#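 Read-out is an Amplex red fluorescence increase coupled through glutamate oxidase and HRP, measured before and after 30 min room-temperature incubation. hKGA is in 45 mM KH2PO4 (pH 8.2) with 0.02% Tween-20; glutamine added as 1mM solution.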
# JMJD2A Tudor inh: inhibitors of human JMJD2A Tudor domain; Potency, µM (series often up to 114 µM), for inactives: top-dose activity change, negative = inhibition, usual class: inhibitors; hit rate 4.4% among 390,000; O75164; AlphaScreen JMJD2A-Tudor / H3K4me3 peptide binding; AID 504339; also: potency is read from the fitted curve at half-maximal effect; % is scaled to controls: 0 for no effect and ±100 for the full control effect; nearly all actives have a fitted effect of over 50% in size
# Numbers without * were called inactive; i = inactive; ? = inconclusive; / = no result given; & = joins results of further samples; [ ] = dose if it differs, or a comment. Unless noted, calls follow the shape of the dose curve; as a rule, active = well fitted curve in the direction sought with a large enough effect; inconclusive = small, poorly fitted or top-dose-only effect, or another doubt; inactive = no such curve, though single readings can be large; an effect the other way counts as inactive or inconclusive.
BAZ2B block	PI4K2A inh	Tb PGK inh	ERG Ets-DNA blk	G9a inh	Pin1 inh	HP1b binding inh	GLS inh	JMJD2A Tudor inh	SMILES
?	-9	-4%	0%	3.2µM*	51%[activator]	-2%	0%	-28%	CCC(c1nnnn1Cc1ccco1)N(Cc1cc2cc(OC)ccc2[nH]c1=O)C1CCCCC1 (stereo not drawn)
-3%	0	-5%	-4%	15%	1%	20%	-12%	1%	O=C(NC1CC1)c1cccc(Oc2ccccc2)c1
-15%	1	-4%	4%	/	0%	8%	4%	-21%	NS(=O)(=O)c1cccc(NC(=O)/C=C/c2cccs2)c1
-2%	1	0%	3%	6%	-3%	51%[activator]	7%	0%	CC(=O)c1cccc(NC(=O)NC2CCCc3ccccc32)c1 (stereo not drawn)
-12%	0	1%	5%	-19%[59 µM]	-3%	24%	1%	-11%	COCCNC(=O)Cn1c(-c2cccs2)cc2cc(Cl)ccc21
17%	3	-4%	-8%	94%[activator]	11%	91%[activator]	6%	47%[activator]	COc1ccc2oc(C(=O)N(C)Cc3ccc(OC(F)F)cc3)c(C)c2c1
?	-3	-3%	-3%	12%	4%	7%	0%	-10%	CC(C)CCNC(=O)C1CC(=O)N(C2CCCC2)C1 (stereo not drawn)
-1%	52	-3%	-5%	12%[59 µM]	-12%	35%	5%	-6%	Cc1ccc(C(c2sc3nc(-c4ccco4)nn3c2O)N2CCOCC2)cc1 (stereo not drawn)
9%	4	7%	7%	-10%[59 µM]	-10%	67%[activator]	5%	1%	N#Cc1cc(Cl)c(N2CCOCC2)cc1C#N
-16%	3	-3%	1%	-32%[59 µM]	3%	31%	-7%	-16%	COc1cccc(-c2nc(CS(=O)(=O)CC(=O)NCCc3ccc(Cl)cc3)c(C)o2)c1
26%	-3	i	-23%	32%[59 µM]	-1%	56%[activator]	-2%	1%	CCOc1ccc2nc(N3CCC(C(=O)Nc4nnc(CC)s4)CC3)sc2c1
-24%	0&1	-11%&6%	-1%&7%	79µM*	?	28%&14%	-5%&6%	-19%&-19%	COc1cc2nc(Nc3ccc(F)cc3)nc(N)c2cc1OC
-15%	2	1%	-6%	4%	?	-8%	0%	-15%	O=c1[nH]c2ccc(S(=O)(=O)NCc3ccccc3)cc2[nH]1
-22%	-1	-3%	8%	-49%	-5%	-4%	6%	-25%	Cc1nc(Nc2ccc(S(N)(=O)=O)cc2)sc1C(=O)Nc1ccccc1
-10%	1	-2%	11%	13%	8%	33%	1%	-13%	CCCNC(=S)N1CCN(C(c2ccccc2)c2ccccc2)CC1
-32%	-1	6%	-3%	?	-10%	5%	-27%	-25%	Cc1cccc(N2C(=O)C(O)=C(C(=O)c3cccs3)C2c2ccc(C(C)C)cc2)n1 (stereo not drawn)
-25%	-7	-1%	-1%	5%[0.501 µM]	3%	23%	-2%	-10%	CC1CCC(NC(=O)CNC(=O)c2ccc3ccccc3c2)CC1 (stereo not drawn)
/	-7	-3%	5%	-42%[59 µM]	-1%	23%	14%	-20%	O=C(NCCc1ccccn1)c1n[nH]c(=O)c2ccccc12
-5%	0	-3%	3%	-18%[59 µM]	8%	36%[activator]	0%	17%	CCC(C(=O)c1ccc2ncccc2c1)c1ccccc1 (stereo not drawn)
-3%	-1	-3%	-3%	29%	-7%	36%	0%	-4%	COCC1CCN(C(=O)c2ccc3oc(CCCc4ccccc4)nc3c2)C1 (stereo not drawn)
-33%	1	0%	1%	?	-2%	-5%	7%	-27%	C=CCN1C(=O)C(CC(=O)Nc2ccc(OC)cc2)N(Cc2ccco2)C1=S (stereo not drawn)
5%	-1	i	-2%	3%	1%	21%	-10%	-1%	CC(C)NC(=O)CN(Cc1ccc(F)cc1)C(=O)CCC(=O)Nc1nccs1
2%	0	3%	13%	12%[12.7 µM]	9%	37%	3%	-11%	Clc1cccc(-c2nnc(-c3ccno3)o2)c1
-3%	1	i	9%	/	-5%	29%	4%	-9%	O=C(CC1C(=O)NCCN1Cc1c(F)cccc1Cl)NCCc1ccccn1 (stereo not drawn)
3%	-3	-9%	-2%	23%	13%	14%	6%	-16%	O=C(c1cnccn1)N(Cc1cccs1)C1(C(=O)NC2CCCC2)CCCCC1
-4%	-2	1%	-19%	-13%	6%	31%	4%	-5%	COC(=O)c1c(N2C(=O)CCC2=O)sc2c1CCCC2
8%	-1	i	6%	-12%[59 µM]	6%	110%[activator]	1%	-15%	O=C(O)CC(CNS(=O)(=O)c1ccccc1)c1ccccc1 (stereo not drawn)
-2%	-2	-3%	-1%	0%[59 µM]	9%	30%[57 µM]	11%	2%	CC1=C(C(N)=O)C(c2cccc(O)c2)n2ncnc2N1 (stereo not drawn)
13%	1	-3%	4%	-9%	2%	9%	3%	24%[57.1 µM]	COC(=O)C1CSC(C(=O)OC)N1C(=O)Nc1ccccc1 (stereo not drawn)
10%	5	-5%	12%	-1%	-9%	20%	3%	-6%	CC(C)CNC(=O)CSc1ccc(S(=O)(=O)N(C)C2CCCCC2)cn1

# Arranged by value in JMJD2A Tudor inh (ascending): some entries from above
BAZ2B block	PI4K2A inh	Tb PGK inh	ERG Ets-DNA blk	G9a inh	Pin1 inh	HP1b binding inh	GLS inh	JMJD2A Tudor inh	SMILES
-15%	1	-4%	4%	/	0%	8%	4%	-21%	NS(=O)(=O)c1cccc(NC(=O)/C=C/c2cccs2)c1
-15%	2	1%	-6%	4%	?	-8%	0%	-15%	O=c1[nH]c2ccc(S(=O)(=O)NCc3ccccc3)cc2[nH]1
-4%	-2	1%	-19%	-13%	6%	31%	4%	-5%	COC(=O)c1c(N2C(=O)CCC2=O)sc2c1CCCC2

# Remaining list, next part:
BAZ2B block	PI4K2A inh	Tb PGK inh	ERG Ets-DNA blk	G9a inh	Pin1 inh	HP1b binding inh	GLS inh	JMJD2A Tudor inh	SMILES
79µM*	5	0%	5%	6%	-4%	32%	-1%	21%	COc1ccc(CN2C(=O)c3cccnc3C2=O)cc1S(=O)(=O)NC1CCCCC1
-6%	0	2%	1%	13%	6%	27%	0%	8%	COc1ccc(NC(=O)c2cc(=O)[nH]c3ccccc23)cc1
6%	-3	-2%	-3%	9%[59 µM]	2%	17%	3%	0%	O=C1c2ccccc2C(=O)N1c1ccccc1S(=O)C(F)(F)F (stereo not drawn)
?	1	-6%	12%	/	0%	19%	19%	-22%	Cc1nc2sc(C(c3ccco3)N3CCN(c4ccc(F)cc4)CC3)c(O)n2n1 (stereo not drawn)
-4%	3	-5%	-1%	31%[activator]	-5%	48%[activator]	-5%	0%	COc1ccc(C(=O)NCCC(=O)NCc2cc(=O)n(C)c(=O)n2C)cc1
-6%	-3	i	-5%	10%	4%	5%	3%	-10%	CCc1ccc(OCC(=O)Nc2ccc(S(=O)(=O)Nc3ccccn3)cc2)cc1
/	-6	-4%	-3%	/	4%	35%	1%	-12%	COc1ccccc1CNC(=O)CN1CCN(Cc2ccc(Cl)cc2)C1=O
1%	3	i	-2%	34%[12.7 µM]	-1%	28%	1%	-11%	CS(=O)(=O)N(CC(=O)Nc1ccccc1C(=O)N1CCOCC1)c1ccc(Cl)cc1
-25%	4	-1%	10%	?	4%	-10%[57 µM]	-1%	?	Oc1cccc(NC(=S)N=Nc2c(O)[nH]c3ccccc23)c1
4%	-3	-1%	2%	-15%[59 µM]	12%	6%	7%	-18%	COc1ccc(CCNC(=O)Cc2cccs2)cc1
-37%	-2	-4%	1%	50µM*	3%	15%	7%	?	CCCN1CCN(C(=S)Nc2sc(CC)cc2C(=O)OC)CC1
-8%	1	5%	0%	35%[12.7 µM]	-3%	36%	-1%	-19%	COc1cc(OC)c2cc(C(=O)N/N=C/c3cccc(OC)c3O)[nH]c2c1
-5%	-5	-6%[11.5 µM]	/	9%[59 µM]	11%	-5%	-2%	2%	CCCn1c(=O)c2c(C(F)(F)F)cc(-c3ccco3)nc2n(CCC)c1=O
-11%	0	i	-12%	10µM*	-4%	?	2%	?	CN(C)C(=S)c1ccccc1
-2%	1	i	3%	-4%	4%	-1%	-7%	-33%	CC(=O)NCCn1c(SCc2ccc(C)cc2C)nc2ccccc2c1=O
-3%	-1	-3%	6%	1%[12.7 µM]	-6%	50%[activator]	16%	1%	COc1ccc(OC)c(NC(=O)N(C)CCc2c(C)nn(C)c2C)c1

# Only Pin1 inh, G9a inh and JMJD2A Tudor inh (two entries from above):
smiles	Pin1 inh	G9a inh	JMJD2A Tudor inh
COc1ccc(C(=O)NCCC(=O)NCc2cc(=O)n(C)c(=O)n2C)cc1	-5%	31%[activator]	0%
CCc1ccc(OCC(=O)Nc2ccc(S(=O)(=O)Nc3ccccn3)cc2)cc1	4%	10%	-10%
